GPR55 antagonists – GPR55 antagonists blocking LPI-driven arrestin recruitment, primary screen, imaging, U2OS, beta-arrestin-GFP, LPI agonist (AID 2013) | U2OS GPR55 beta-arrestin-GFP translocation imaging, LPI antagonism; higher % means a stronger effect | inhibition, % at 10 µM; hits with a dose series show IC50 in µM | hit rate 0.13% among 290,000;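 active = spots per cell inhibited over 60%, with over 100 cells counted and total cytoplasm intensity under 500,000; inconclusive = wells with under 100 cells, flagged as likely toxic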;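 also: U2OS cells stably carrying GPR55 and arrestin-GFP stimulated by 5 µM LPI near EC80; imaged beta-arrestin-GFP aggregate spots per cell after agonist stimulation; plate controls were LPI-stimulated DMSO wells for no effect and DMSO wells without LPI for full effect; some results filed as inactive read as strong as hits; confirmed hits need IC50 under 10 µM and bright autofluorescent wells are also inconclusive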
UTI89 phage lysis – inhibition of K1F phage lysis, E. coli UTI89, bacterial capsule biogenesis inhibitors, alamar blue (AID 488966); E. coli UTI89 K1F phage lysis, alamar blue, 2 h; higher % means a stronger effect; one-dose inhibition, % at 100 µM; IC50 in µM for titrated hits; hit rate 0.02% among 340,000;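 active = phage lysis inhibition, versus mean bacterial control, above a set limit; inconclusive = no clear call, values can overlap the other calls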;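 also: capsule biogenesis inhibitors block K1F phage lysis so surviving cells raise fluorescence; higher fluorescence means more inhibition of phage lysis; actives were called in the ten point dose series up to 300 µM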
NOD1 inhibition – NOD1 signaling inhibitors, primary screen, cell-based, luminescence, uHTS (AID 1578); inhibition, % at 4 µM, or EC50 in µM where a hit was titrated; hit rate 1% among 290,000; NOD1-driven NF-kB luciferase reporter cells, luminescence; higher % means a stronger effect; in the data active = inhibition mostly above about 36%, no sharp cut-off; inactive = mostly below about 34%;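 also: HEK-293T reporter cells stimulated with the NOD1 agonist gamma-tri-DAP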
GPR55 beta-arrestin – selective activators of receptor GPR55 – imaging, U2OS cells, beta-arrestin-GFP redistribution, primary screen (AID 1961); hit rate 0.048% among 290,000; U2OS GPR55 beta-arrestin-GFP redistribution imaging; higher % means a stronger effect; activation, % at 10 µM; hits with a dose series show EC50 in µM;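 active = activation above 40% with more than 50 cells counted in the well; inconclusive = wells holding fewer than 50 cells, flagged as toxic or sparse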;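 also: U2OS osteosarcoma cells stably expressing GPR55 and beta-arrestin-GFP; plate controls were DMSO negative control for no effect and LPI positive control for full effect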
MgcRacGAP inhibition – MgcRacGAP GTPase-activating activity inhibitors, confirmation, biochemical, ADP Hunter fluorescence; hit rate 0.6% among 340,000; AID 624330; inhibition, % at 30 µM, or IC50 in µM where a hit was titrated; MgcRacGAP-stimulated Rac1 GTP hydrolysis, ADP Hunter fluorescence; higher % means a stronger effect; GST-tagged Rac1 F28L mutant substrate;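 active = first-screen hits whose inhibition reached a set limit at any dose in the follow-up dose series; inconclusive = inhibition above the set first-screen limit but never retested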;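 also: fluorescence reports GDP produced by GAP-driven GTP hydrolysis; strong numbers were not always called active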
KOR beta-arrestin-1 – KOR antagonists, beta-arrestin recruitment, cell-based, luminescence, uHTS (AID 1778); KOR beta-arrestin recruitment, luminescence, antagonist mode; higher % means a stronger effect; inhibition, % at 10 µM; hits with a dose series show IC50 in µM; hit rate 0.091% among 290,000; in the data active = inhibition above about 50%; also: strong numbers were not always called active
KOR beta-arrestin-2 – kappa opioid receptor activators – cell-based, luminescence, uHTS, primary screen (AID 1777); KOR beta-arrestin recruitment, luminescence; higher % means a stronger effect; one-dose activation, % at 10 µM; EC50 in µM for titrated hits; hit rate 0.02% among 280,000; in the data active = activation above about 50%, passing the limit was not always enough; also: a part of the inactive calls stands beside numbers as strong as those of hits
NTR1 agonist – agonists of NTR1, primary screen, imaging, U2OS cells, beta-arrestin-GFP, high content (AID 493036); P30989; NTR1-U2OS beta-arrestin-GFP spot imaging, agonist mode; activation, % at 20 µM; hit rate 0.17% among 330,000;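 active = activation at or above 40% of the spot to cytoplasm intensity ratio, with at least 20 cells analyzed; inconclusive = wells under 20 cells, flagged as cytotoxic or low count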;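 also: 0% = DMSO without peptide and 100% = 100 nM NTR1 peptide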
Target sequence (P30989 whole entry, looked up): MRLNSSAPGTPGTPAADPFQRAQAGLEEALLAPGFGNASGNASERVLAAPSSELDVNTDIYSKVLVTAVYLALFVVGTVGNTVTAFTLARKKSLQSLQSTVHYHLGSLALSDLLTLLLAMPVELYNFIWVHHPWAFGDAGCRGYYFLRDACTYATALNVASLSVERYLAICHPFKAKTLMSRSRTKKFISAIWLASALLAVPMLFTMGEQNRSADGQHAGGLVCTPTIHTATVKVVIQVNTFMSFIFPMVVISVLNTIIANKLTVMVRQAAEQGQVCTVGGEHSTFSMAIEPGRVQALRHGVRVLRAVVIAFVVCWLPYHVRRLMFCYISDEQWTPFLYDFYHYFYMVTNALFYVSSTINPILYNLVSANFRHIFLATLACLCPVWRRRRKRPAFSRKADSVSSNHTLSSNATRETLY
GPR35 antagonists – inhibition of zaprinast-stimulated GPR35 beta-arrestin translocation – imaging, U2OS, beta-arrestin-GFP, zaprinast agonist, primary screen (AID 2058); U2OS GPR35 beta-arrestin-GFP translocation imaging, zaprinast antagonism; higher % means a stronger effect; inhibition, % at 10 µM; hits with a dose series show IC50 in µM; hit rate 0.052% among 290,000;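 active = inhibition of at least 50% with at least 30 cells and total cytoplasm GFP at most 10,000,000; inconclusive = under 30 cells or total GFP of 10,000,000 plus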
NTR1 agonist cell count 20 µM – second read-out of NTR1 agonist, no call of its own (marks repeat the call); cell count; measured here: cell count, cytotoxicity flag
Active calls of the source: *; ? = inconclusive; · = no result given; [ ] = dose if it differs, or a comment. This is a subset. The share of hits here may be higher or lower than overall.

SMILES	GPR55 antagonists	UTI89 phage lysis	NOD1 inhibition	GPR55 beta-arrestin	MgcRacGAP inhibition	KOR beta-arrestin-1	KOR beta-arrestin-2	NTR1 agonist	NTR1 agonist cell count 20 µM	GPR35 antagonists
O=C(Nc1ccccc1)c1cc2c(=O)c3ccccc3oc2nc1C(F)(F)F	10%	0.1%	-23%	-0.1%	5%	-23%	0.9%	0.8	77	-2%
CC(=O)N1c2ccc(S(=O)(=O)N(C)CC(=O)N(C)Cc3ccccc3)cc2CC1C (stereo not given)	5%	-0.2%	-14%	0.3%	7%	-14%	-0.7%	2.5	61	12%
O=c1c2nncn2c2cc(C(F)(F)F)ccc2n1CCNc1ncc(C(F)(F)F)cc1Cl	7%	0.5%	4%	0.8%	9%	6%	-2.9%	25	64	14%
Cn1cc(C2N3CC4(C)CN2CC(C)(C3)C4=O)c2ccccc21 (stereo not given)	6%	0.0%	-38%	-0.2%	9%	0%	-0.6%	-0.3	40	14%
COC(=O)C1SCC2C(=O)N(Cc3cccc(C)c3)CC(=O)N21 (stereo not given)	-6%	0.0%	-22%	0.0%	8%	-1%	-4.2%	-0.6	85	-13%
COc1cc(NC(=O)Cn2c(=O)n(-c3cccc(C)c3)c(=O)c3c(C)c(C)sc32)cc(OC)c1	-3%	1.3%[50 µM]	9%	0.9%	6%	-1%	-2.3%	1.4	76	6%
O=C(Cn1c(=O)[nH]c2ccsc2c1=O)NC1CCCCC1	2%	-0.4%	-18%	0.3%	-2%	15%	-3.9%	-3.0	84	13%
O=C(Nc1ccccc1)C1CCCCN1S(=O)(=O)c1ccccc1 (stereo not given)	15%	0.3%	-17%	-0.4%	3%	19%	-0.5%	0.0	52	0%
CCn1ncc(Br)c1C(=O)NC1CCCCCCC1	3%	1.1%	-9%	-0.2%	4%	4%	0.3%	-0.2	59	-11%
Oc1c(Cl)cc(Cl)cc1C(C#Cc1ccccc1)N1CCOCC1 (stereo not given)	22%	0.0%	19%	1.0%	10%	8%	-0.1%	-0.1	38	5%
CN1CCc2cc3c(c4c2[C@H]1[C@H](O)c1ccccc1-4)OCO3	9%	?	-36%	0.1%	14%	-4%	0.9%	-0.6	51	6%
CC1CCC2C(C1)OS(=O)(=O)NC2(C)C (stereo not given)	-13%	·	-20%	-0.1%	·	-28%[20 µM]	1.1%	6.3	67	2%
COc1cc2c(cc1OC)C(COc1ccc(F)cc1)N(C(=O)c1ccco1)CC2 (stereo not given)	4%	0.8%	1%	0.1%	11%	2%	2.8%	1.3	84	9%
COc1ccc(/C=C(/CC(=O)NCc2ccc(Cl)cc2)c2nc3ccccc3s2)cc1	-4%	-0.1%[50 µM]	-29%	-0.2%	1%	-28%	5.3%	3.3	50	0%
CCOC(=O)C1=C(c2cccc(F)c2)NC(=S)NC1C (stereo not given)	-6%	0.7%	2%	0.2%	1%	-24%	5.4%	7.3	84	-2%
Cc1occc1C(=O)NCc1ccco1	-1%	1.8%	-20%	0.1%	4%	11%	-0.8%	1.5	53	6%
COc1ccc(NC(=O)Nc2nnc(Cc3ccc(OC)c(OC)c3)s2)cc1	-8%	1.3%	48%	-0.1%	7%	-17%	-1.0%	0.5	78	5%
Cc1c(C(=O)N2CCCCC2)c(S(=O)(=O)NCc2ccccc2Cl)c(C)n1C	4%	0.3%	-12%	-0.2%	3%	-14%	-1.3%	-0.8	76	-4%
Cc1cc2cc(C(c3nnnn3Cc3ccco3)N3CCc4ccccc4C3)c(=O)[nH]c2cc1C (stereo not given)	30%	0.2%	-9%	0.5%	14%	-6%	1.4%	9.2	40	-4%
CCOc1cc(C(=S)N2CCCC2)ccc1O	-10%	0.4%	-25%	-0.1%	10%	-30%[20 µM]	6.1%	0.0	50	-6%
Fc1ccccc1N1CCN(Cc2cnc(Cl)s2)CC1	-6%	0.2%	-30%	0.8%	1%	-30%[20 µM]	1.7%	1.2	37	14%
CCCN=C(Nc1ccc(Cl)cc1)c1cccnc1	24%	0.1%	25%	0.4%	4%	6%	-4.2%	0.5	97	9%
COc1cc(SC)ccc1C(=O)Nc1ccc(C)cc1	-9%	0.5%	-46%	0.3%	6%	-34%[20 µM]	·	3.0	55	4%
Cc1cc(C(F)F)n2ncc(C(=O)NC3CCCCCC3)c2n1	-3%	4.7%	-6%	0.2%	3%	11%	-2.8%	5.9	44	0%
COc1ccc(NC2CCCN(C(=O)CCc3cn[nH]c3)C2)cc1 (stereo not given)	1%	1.0%[50 µM]	-15%	-0.1%	108µM*	6%	2.5%	0.2	48	-4%

The listing continues.
SMILES	GPR55 antagonists	UTI89 phage lysis	NOD1 inhibition	GPR55 beta-arrestin	MgcRacGAP inhibition	KOR beta-arrestin-1	KOR beta-arrestin-2	NTR1 agonist	NTR1 agonist cell count 20 µM	GPR35 antagonists
CCc1nnc(NS(=O)(=O)c2ccc(N/C=C\C(=O)c3ccc4ccccc4c3)cc2)s1	1%	-0.2%	-17%	0.2%	7%	-6%	4.4%	0.9	46	-6%
CCOC(=O)c1ccc(NC(=O)CCNC(=O)c2ccc([N+](=O)[O-])cc2)cc1	4%	0.2%	7%	-0.2%	7%	-40%	0.2%	-0.5	82	3%
O=C(Cn1[nH]c(=O)c2ccccc2c1=O)Nc1cccnc1	-9%	0.2%	11%	0.4%	8%	-48%	2.1%	2.6	61	-22%
CC(C)C(=O)Nc1ccc(NC(=O)CCc2ccccc2)cn1	8%	0.3%	-25%	-0.1%	2%	-14%[20 µM]	·	0.3	49	3%
CC(C)Oc1ccc(CCc2n[nH]c(=S)n2-c2ccccc2)cc1	16%	0.5%	-37%	0.1%	1%	-1%	-4.2%	-1.2	37	0%
CCc1ccccc1NC(=O)Cn1ccn(-c2ccc(OC)cc2)c(=O)c1=O	4%	0.5%	-9%	0.2%	10%	17%	4.7%	0.1	46	4%
CC(C)Nc1ncnc2c1cnn2Cc1ccc(Cl)cc1	-8%	0.1%	-8%	0.3%	12%	4%	-3.6%	-1.3	51	-4%
CCOc1ccc2nc(NC(=O)CSc3ccccc3)sc2c1	2%	1.8%	-16%	0.0%	14%	27%	-3.5%	0.2	39	-3%
CCOC(=O)C1C(=O)NC(N2CCN(CC)CC2)=NC1c1ccccc1 (stereo not given)	0%	0.6%	-11%	-0.2%	4%	-9%	-4.2%	0.2	92	1%
Cc1nc2ccccc2n1Cc1n[nH]c(=S)n1-c1ccc(Cl)cc1	9%	0.0%	-25%	-0.1%	-6%	-18%	0.6%	-0.2	88	7%
O=C(Nc1nc2ccccc2s1)c1ccccc1	-2%	0.1%	9%	-0.3%	8%	-12%	4.5%	0.0	39	0%
O=C(Nc1nnc(-c2ccccc2F)s1)C1CCCO1 (stereo not given)	1%	0.2%	-32%	-0.2%	8%	-1%	-1.3%	0.3	81	2%
NC(=O)C1CCCN(C(=O)c2ccc3nc(Cc4cccc(Cl)c4)oc3c2)C1 (stereo not given)	7%	-0.1%	-25%	0.2%	1%	-24%	-1.6%	-0.2	63	10%
COCCN(CCOC)S(=O)(=O)c1ccc(C(=O)NCCCN2CCOCC2)cc1	-2%	1.6%	7%	0.2%	6%	-32%	6.3%	0.1	58	1%
Cc1cc(C)c2sc(NC(=O)C3=COCCO3)nc2c1	-7%	0.0%	-32%	-0.1%	9%	32%	-6.0%	0.9	66	1%
COc1ccc(-c2c(C)nn3c(N4CCN(Cc5ccccc5)CC4)cc(C)nc23)cc1OC	-4%	0.6%	0%	10%	9%	-35%	12%	6.5	56	2%
CC(c1ccccc1)C(Cc1nc2ccccc2[nH]1)c1nc2ccccc2[nH]1 (stereo not given)	10%	·	-30%	-0.5%	·	-22%	1.9%	0.8	53	-6%
CCOCCCNC(=O)C(NC(=O)Cc1cccs1)c1ccc(Cl)cc1 (stereo not given)	9%	0.4%	-33%	-0.6%	1%	15%	-2.5%	0.1	68	10%
COc1ccc(-n2nc3c(c2NC(C)=O)CS(=O)(=O)C3)cc1	4%	0.2%	-12%	0.3%	9%	8%	-2.2%	2.5	88	0%
CCc1ccc(CNC(=O)CCS(=O)(=O)Cc2ccc(C)cc2)cc1	-9%	0.1%	-18%	-0.1%	-14%	-56%	4.3%	2.2	45	9%
C/C(=N\NC(=O)CCn1nc(C)cc1C)C(C)(C)C	7%	2.9%[50 µM]	-20%	-0.1%	11%	16%	1.2%	0.0	76	-10%
CCC(CC)C(=O)Nc1cccc(-c2ccc3nncn3n2)c1	2%	0.2%	-23%	-0.1%	9%	-13%	-4.7%	-0.2	51	4%
Cc1ccc(S(=O)(=O)N2CCCCC2)cc1NC(=O)COC(=O)c1ccccc1F	-20%	-0.6%	-29%	-0.6%	-3%	26%	-5.1%	-0.3	43	-9%
CCN(CC)c1ccc(/C=N/OCC(=O)N2CCCc3ccccc32)cc1	-4%	1.4%[50 µM]	23%	0.1%	14%	3%	2.5%	13	50	-2%
COc1ccc(-c2noc(CCCOc3ccccc3)n2)cc1OC	0%	-1.0%[50 µM]	-29%	0.3%	7%	18%	-0.9%	2.6	49	-21%

The list goes on:
SMILES	GPR55 antagonists	UTI89 phage lysis	NOD1 inhibition	GPR55 beta-arrestin	MgcRacGAP inhibition	KOR beta-arrestin-1	KOR beta-arrestin-2	NTR1 agonist	NTR1 agonist cell count 20 µM	GPR35 antagonists
CNc1nc(CC(C)=O)ns1	9%	0.8%	12%	-0.2%	12%	24%	16%	0.2	44	12%
CN(C)c1nc(Oc2ccc(=O)n(-c3ccccc3)n2)nc(N2CCOCC2)n1	4%	0.7%	-18%	-0.1%	-5%	-30%	21%	9.2	95	-16%
COC(=O)C1=NNC2(C)C(=O)N(c3ccc(C)cc3)C(=O)C12 (stereo not given)	6%	0.4%	0%	-0.1%	6%	-10%	3.4%	2.9	37	15%
CCNc1ccc2c(Cl)cc(=O)oc2c1	-17%	1.6%[50 µM]	18%	0.8%	7%	-61%	2.6%	0.1	36	-22%
COc1cccc(CC(=O)N2CCCC(CCC(=O)N3CCN(c4ccccn4)CC3)C2)c1 (stereo not given)	-8%	1.0%	-12%	0.3%	1%	-21%[20 µM]	·	1.0	53	3%
COc1c2ccoc2nc2c(OC)cccc12	5%	-0.1%	-19%	0.7%	7%	-28%	1.6%	-0.5	57	2%
CN(C)c1ccc(/C=N\Nc2ccccn2)cc1	17%	0.1%	-80%	0.8%	32µM*	-47%[20 µM]	1.0%	1.1	67	-6%
COc1nc2c(c(-c3cc(Br)cs3)c1C#N)Cc1ccccc1-2	14%	0.5%	-1%	-0.2%	13%	4%	0.2%	-0.1	61	12%
N/C(=N\OC(=O)c1ccc(Cl)cc1)c1nonc1N	3%	3.6%	-22%	-0.2%	3%	-6%	-2.7%	0.3	58	-1%

Source: PubChem BioAssay (several laboratories)
